Mtb RmlCD inh = blocks M. tuberculosis RmlC and RmlD coupled enzymes; P9WH09+P9WH11; RmlC+RmlD coupled enzyme assay, percent inhibition; primary screen in compound mixtures; inhibition, % at 3.6 µM; actives 0.03% (n = 160,000); AID 1533; in the data active means inhibition mostly above about 34%, no sharp cut-off; further: some results filed as inactive read as strong as hits
Target sequence (P9WH09 whole entry, looked up): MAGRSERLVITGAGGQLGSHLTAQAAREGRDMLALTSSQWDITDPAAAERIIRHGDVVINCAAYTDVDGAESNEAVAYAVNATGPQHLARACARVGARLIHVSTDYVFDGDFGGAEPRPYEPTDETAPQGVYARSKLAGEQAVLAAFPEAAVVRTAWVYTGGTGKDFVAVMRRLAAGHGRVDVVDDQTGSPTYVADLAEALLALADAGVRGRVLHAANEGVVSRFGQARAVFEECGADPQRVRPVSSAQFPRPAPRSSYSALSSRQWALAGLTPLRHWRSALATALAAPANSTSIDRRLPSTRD
Target sequence (P9WH11 whole entry, looked up): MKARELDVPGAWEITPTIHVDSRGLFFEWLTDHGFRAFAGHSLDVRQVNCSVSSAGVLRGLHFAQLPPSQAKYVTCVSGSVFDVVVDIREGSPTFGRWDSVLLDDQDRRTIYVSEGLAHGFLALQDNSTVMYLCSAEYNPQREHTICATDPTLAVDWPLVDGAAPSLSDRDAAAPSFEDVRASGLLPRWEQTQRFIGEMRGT
M. tuberculosis GlmU = inhibition of mycobacterial GlmU enzyme – biochemical, glucosamine-1-phosphate acetyltransferase (AID 1376); one-dose inhibition, %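 (tested at 30 µM in the primary screen)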; IC50 in µM for titrated hits; actives 0.25% (n = 220,000); M. tuberculosis GlmU acetyltransferase enzyme assay; higher % means a stronger effect; in the data active means inhibition above about 13%;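 further: 0% = complete reaction with vehicle and 100% = reaction without substrate; strong numbers were not always called active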
Numbers without * were called inactive; · = no result given.

Each structure is followed by: Mtb RmlCD inh, M. tuberculosis GlmU
COC(Cn1c2c(c3cc(C)ccc31)CCCC2NCc1ccccc1)OC (stereo not given)
 : -10, -6.6%
CC1C(=O)NN=C1C(=O)N/N=C/c1cccs1 (stereo not given)
 : -5, 3.0%
COC(=O)C1=C(C)N(c2cc(C)cc(C)c2)/C(=C/c2ccco2)C1=O
 : 2, 3.0%
O=S(=O)(N/N=C\C=C\c1ccccc1)c1ccc(Cl)cc1
 : ·, -2.8%
Cn1c(C(=O)N2CCCc3ccccc32)cc2c(=O)n3ccccc3nc21
 : 18, ·
CCN1C(=O)N[C@@H](c2cccc(C(F)(F)F)c2)C(C(=O)OC)=C1C
 : ·, -3.0%
O=C1C(Cl)=C(NC2CCCCC2)C(=O)N1Cc1ccccc1
 : 7, 4.2%
OC1(c2ccc(Br)cc2)CN(c2ccccc2)C2=[N+]1CCS2 (stereo not given)
 : -8, -2.2%
CC(C)CCn1c(=O)c2ccccc2n2c(CN(C)Cc3ccccc3)nnc12
 : ·, -5.2%
O=C(CSc1n[nH]c(=O)[nH]c1=O)Nc1ccc2c(c1)C(=O)c1ccccc1C2=O
 : ·, 6.6%
Cc1ccc(-c2noc(CN(C(=O)Cc3ccccc3)C(C)C)n2)cc1
 : ·, -1.9%
O=C(c1ccccn1)c1conc1C(=O)c1ccc(Br)cc1
 : ·, 4.0%
CC(=O)c1cnc(-c2cccc(Cl)c2)s1
 : 9, -3.0%
O=C(COc1ccc(S(=O)(=O)NC2CCCC2)cc1)N1CCCCCC1
 : 4, -3.5%
COc1ccc(CNc2nc(-c3ccccc3)nn2C(=O)c2ccc([N+](=O)[O-])cc2)cc1
 : -12, 2.1%
COc1ccccc1NC(=O)c1ccc2nc(-c3ccccc3)c(-c3ccccc3)nc2c1
 : -5, -1.6%
CCCNC(=O)c1ccc2c(=O)c(O)c(-c3ccc(Cl)c([N+](=O)[O-])c3)[nH]c2c1
 : ·, 2.6%
CCOc1ccc(OCC)c(NC(=O)CN(c2ccc(C)cc2)S(=O)(=O)c2c(C)noc2C)c1
 : ·, 1.7%
O=C1NC(=O)N(c2ccc(Br)cc2)C(=O)/C1=C/c1ccsc1
 : 5, 0.8%
Cc1cccc(C)c1NC(=O)Cn1nnc(-c2ccc(N3CCOCC3)cc2)n1
 : 7, 0.4%
O=C(NCc1ccccc1)c1onc(CSc2ccc(F)cc2)c1C(=O)NCCCN1CCOCC1
 : 0, -0.6%
Cc1noc(NC(=O)c2ccccc2)c1C#N
 : 0, 0.1%
c1ccc(CCC2CCCCN2Cc2nc(-c3ccc4c(c3)OCO4)no2)nc1 (stereo not given)
 : ·, -5.5%
O=C1c2ccccc2NC(c2ccccc2)N1NS(=O)(=O)c1ccccc1 (stereo not given)
 : -4, -7.5%
O=C(Cc1cccs1)Nc1cc(SCCO)cc([N+](=O)[O-])c1
 : 4, -5.2%
COc1ccc(C2=NOC3(CC(=O)N(c4ccc5ccccc5c4)C3=O)C2)c(OC)c1 (stereo not given)
 : 3, 5.3%
O=C(Nc1ccccc1)Nc1cc([N+](=O)[O-])ccc1F
 : -9, 6.8%
CCN(CC(=O)NC(C)C)C(=O)[C@H](C)NC(=O)c1ccc(Br)cc1
 : -6, -6.4%
c1ccc2c(CN3CCOCC3)csc2c1
 : ·, -0.2%
CON=C1CCN(c2ncc(C(F)(F)F)cc2Cl)CC1
 : -6, 2.6%
N#Cc1ccc(NC(=O)CN2C(=O)NC(Cc3ccccc3)C2=O)cc1 (stereo not given)
 : ·, 0.1%
CCCNCc1cc(OC)c(OCC(=O)Nc2ccccc2)cc1Br
 : -10, -0.6%
O=C(N/N=C/c1cc([N+](=O)[O-])ccc1Cl)c1ccc2nc[nH]c2c1
 : ·, -1.8%
CCOc1ccc(N2C(=O)c3cccnc3C2=O)cc1
 : 1, 3.0%
CC1=CCC2C(=O)N(c3nc(C)cc(C)n3)C(=O)C2C1 (stereo not given)
 : ·, 4.8%
C/C(=N\N=c1/sc2ccccc2n1C)c1ccccn1
 : ·, 0.9%
CC(=O)Nc1ccc(C2=NN(C)C(=NCc3ccccc3)SC2)cc1
 : -1, -0.8%
Cc1ccc(-c2nn(C)c(=O)c3ccccc23)cc1CN1CCOCC1
 : ·, 4.5%
O=C(Nn1c(O)c(C=C2N=c3ccccc3=N2)sc1=S)c1ccccc1Cl
 : ·, 3.7%
O=C(O)C(Cc1ccccc1)N1C(=O)/C(=C/c2ccccc2)SC1=S (stereo not given)
 : -17, 8.0%
CCCS(=O)(=O)N1CCN=C1SCc1cccc(C)c1
 : 6, -7.2%
CC(NC(=O)c1ccccc1)C(=O)N/N=C/c1ccc(O)cc1 (stereo not given)
 : -5, -6.5%
CCOc1cc(C(=O)OCC(=O)NCc2ccco2)cc(OCC)c1OCC
 : ·, 8.2%
O=C1NC(c2ccccc2)=NC1(NS(=O)(=O)c1ccccc1)C(F)(F)F (stereo not given)
 : 10, 1.3%
O=C(NCC(c1cccnc1)N1CCN(c2ccccc2F)CC1)c1ccco1 (stereo not given)
 : -8, -6.2%
COc1ccc2[nH]cc(C(=O)CN(C)CCc3ccc(OC)c(OC)c3)c2c1
 : -10, 0.8%
CCn1cc(C(=O)O)c(=O)c2cc(F)c(N/N=C/c3ccccc3[N+](=O)[O-])cc21
 : 12, -7.7%
CCOC(=O)Cc1csc(NC(=O)Cc2ccc(C)cc2)n1
 : 8, -0.9%
Nc1ccccc1SCC1CSc2nc3ccccc3c(=O)n21 (stereo not given)
 : -36, 3.6%
COC(=O)c1ccc(NC(=O)C2CCCO2)cc1 (stereo not given)
 : ·, 3.4%

Continuation:
Each structure is followed by: Mtb RmlCD inh, M. tuberculosis GlmU
O=C(Cc1cccc2ccccc12)NC(=S)Nc1cccc(C(=O)O)c1
 : 6, 4.3%
FC(F)C(F)(F)c1cc(-c2ccccc2)n[nH]1
 : 7, -6.0%
O=C(CCCCCNC(=S)Nc1ccc(Cl)cc1)C[N+](=O)[O-]
 : 1, -3.0%
c1ccc(-n2nnnc2-c2cccnc2)cc1
 : 11, -5.5%
Cc1ccsc1C(=O)N/N=C/C=C/c1ccccc1[N+](=O)[O-]
 : ·, 0.7%
Cc1ccc(C)c(NC(=S)c2ccc3ccccc3n2)c1
 : ·, 2.2%
Cc1nc2cc(C(=O)OCC(=O)NC34CC5CC(CC(C5)C3)C4)ccc2n1-c1ccccc1
 : -2, -8.0%
O=S(=O)(c1cccs1)N1CCN(CC(O)COc2cc(Cl)ccc2Cl)CC1 (stereo not given)
 : -37, 2.9%
CCSc1nnc(NC(=O)c2ccccn2)s1
 : 5, 10%
O=c1c2c(nc3nc(NCc4cccc(Cl)c4)[nH]n13)CCC2
 : -15, -2.1%

Given tab-delimited: part of the list above.
compound	Mtb RmlCD inh	M. tuberculosis GlmU
O=S(=O)(c1cccs1)N1CCN(CC(O)COc2cc(Cl)ccc2Cl)CC1 (stereo not given)	-37	2.9%
CCSc1nnc(NC(=O)c2ccccn2)s1	5	10%

Remaining list, next part
Each structure is followed by: Mtb RmlCD inh, M. tuberculosis GlmU
CCOC(=O)CN1C(=O)N[C@@H](c2ccc(Br)cc2)C(C(=O)OC)=C1C
 : ·, -1.5%
CCOc1cc(-c2nc3cc(C)ccn3c2NCC2CCCO2)ccc1O (stereo not given)
 : 21, 2.1%
COc1ccc(OC)c2c(C)cc(NCCN3CCOCC3)nc12
 : 11, -0.8%
CN1CCN(Cc2c(O)ccc3cc(Br)ccc23)CC1
 : 1, 3.8%
CCSc1ccccc1C(=O)Nc1cc(OC)c(OC)c(OC)c1
 : -14, 6.3%
Cc1occc1C(=O)N/N=C/c1ccc2c(c1)OCO2
 : ·, -2.9%
COc1cccc(Oc2ccc(OC)cc2C(=O)O)c1
 : -14, 1.9%
COc1ccc(C2=NC(=O)NC2c2ccc(OC)cc2)cc1 (stereo not given)
 : 0, -1.6%
Cc1cc(C(=O)OCC(=O)NC2CCS(=O)(=O)C2)c2ccccc2n1 (stereo not given)
 : 6, -2.2%
CCOC(=O)c1sc(NC(=O)CNCc2ccccn2)c(C(=O)OCC)c1C
 : -3, 2.1%
CCN1C(=O)c2cccc3c(NC(=O)c4ccc(S(=O)(=O)N5CCOCC5)cc4)ccc1c23
 : ·, 19%
C=CCNc1nc(N2CCOCC2)c(C#N)c2c1CN(C)CC2
 : ·, -5.3%
Cc1cc(Cl)ccc1NC(=S)N1CCN(C(=O)C2CCCO2)CC1 (stereo not given)
 : 7, 7.3%
COc1ccc(N=Cc2ccc(CNS(=O)(=O)c3ccc(Cl)cc3)o2)cc1
 : -6, -0.3%
COc1ccccc1CNC(=O)CCc1c(C)nc2cc(-c3ccccc3OC)nn2c1C
 : 10, -5.7%
Nc1c(-c2ccccc2)cnc2ncnn12
 : 20, -0.7%
CN(C)CCN(C)Cc1ccccc1Sc1cccc2ccccc12
 : 10, -7.7%
COC(=O)COc1ccc(S(=O)(=O)N2CCCCC2)cc1[N+](=O)[O-]
 : -13, 1.1%
CC(/C=C/c1ccccc1)=N\NC(=O)c1cc(C)[nH]n1
 : 12, -9.3%
CCOc1ccc(C(=O)OCn2nnc3ccccc3c2=O)cc1OC
 : 16, -5.3%
COc1ccc2oc(=N)c(-c3nnc4n3CCCCC4)cc2c1
 : -3, 1.8%
CC(C)C(c1nnnn1C1CCCC1)N1CCOCC1 (stereo not given)
 : ·, 3.7%
Cc1nc2c(cc1C(=O)N/N=C/c1ccc([N+](=O)[O-])cc1)c(=O)n(C)c(=O)n2C
 : 8, 0.5%
CCCCC1(CN2CCCC2=O)C(=O)NC(=O)NC1=O
 : ·, 0.5%
Cc1cc(C)n(-c2c(C)[nH]c3ccccc23)n1
 : 5, -2.6%
CC(C)[C@H](NC(=O)c1ccccc1F)C(=O)Nc1nc2c(s1)CCCC2
 : 5, -4.0%
N#Cc1c(N)nc2c(c1-c1ccncc1)CCCCCC2
 : ·, 3.0%
Cc1ccc(S(=O)(=O)N2CCOCC2)cc1C(=O)OCC(=O)N1c2ccccc2NC(=O)C1(C)C
 : ·, 1.6%
CCOc1ccc(NC(=O)C(=O)N/N=C\c2ccc(CNS(=O)(=O)c3ccccc3)o2)cc1
 : 28, 4.9%
Cc1ccc(-c2nc(N)s[n+]2-c2ccccc2)cc1
 : 6, -0.8%
O=C(Nc1ccc(Br)c(Cl)c1)c1ccco1
 : -8, 4.6%
COc1ccc(Nc2cc(=O)n(-c3ccccc3)c3c2c(=O)n(C)c(=O)n3C)cc1
 : 14, 0.8%
O=c1c2ccccc2n(Cc2ccc(Cl)cc2)c(=O)n1Cc1ccco1
 : -6, -2.6%
O=C(Cn1c2ccccc2c(=O)c2ccccc21)N/N=C/c1cc([N+](=O)[O-])ccc1N1CCCCCC1
 : ·, 5.6%
O=C(N/N=C/c1cccc([N+](=O)[O-])c1)c1cnccn1
 : 11, 2.7%
Cc1ccc(/C(O)=C2\C(=O)C(=O)N(CCN(C)C)C2c2ccccc2F)cc1 (stereo not given)
 : ·, 8.8%
Cc1cc(C)nc(NS(=O)(=O)c2ccc(NC(=S)NC(=O)c3ccco3)cc2)n1
 : -10, 0.3%
O=C(Nc1ccc(N2CCN(C(=O)c3ccco3)CC2)c(Cl)c1)c1cccs1
 : 9, 3.8%
CCc1c(O)nc(SCC(=O)N(CC)CC)[nH]c1=O
 : 10, -1.5%
CS(=O)(=O)N1CCC(Oc2ccccc2C(=O)N2CCN(CC3CC3)CC2)CC1
 : -12, 5.9%
CCN(CC)S(=O)(=O)c1ccc(Cl)c(NC(=O)COc2ccc(OC)cc2[N+](=O)[O-])c1
 : -2, -3.1%
CCOC(=O)CSCCOc1ccc(C=C2C(=O)NC(=O)NC2=O)cc1OC
 : 31, 2.3%
CCC1CCCCN1C(=S)Nc1ccc(C(C)=O)cc1 (stereo not given)
 : 9, 9.1%
O=C(CSc1nnc2sc3ccccc3n12)N1CCN(c2ccccc2)CC1
 : 10, 2.4%
CCOCCCNC(=O)C(c1ccccc1)N(Cc1cccs1)C(=O)CNC(=O)c1ccccc1 (stereo not given)
 : 1, 1.8%
O=C(c1cccc(NS(=O)(=O)c2cccc(F)c2)c1)N1CCN(c2ccccc2)CC1
 : -8, -2.0%
Cc1ccc(S(=O)(=O)N2CCCCC2)cc1NC(=O)c1ccccn1
 : ·, -3.0%
CCN(CC)c1nc(C)c2c(c1C#N)CC(C)(C)OC2
 : 1, 1.2%
CC(=NCCN1CCCCC1)c1c(O)n(-c2ccccc2)c(=O)[nH]c1=O
 : ·, -2.5%
O=C(NC(Cc1c[nH]c2ccccc12)C(=O)O)c1cccs1 (stereo not given)
 : -4, -6.3%

Rewritten with bars between the fields: four of the compounds above.
Molecule | Mtb RmlCD inh | M. tuberculosis GlmU
O=C(c1cccc(NS(=O)(=O)c2cccc(F)c2)c1)N1CCN(c2ccccc2)CC1 | -8 | -2.0%
Cc1ccc(S(=O)(=O)N2CCCCC2)cc1NC(=O)c1ccccn1 | · | -3.0%
CCN(CC)c1nc(C)c2c(c1C#N)CC(C)(C)OC2 | 1 | 1.2%
CC(=NCCN1CCCCC1)c1c(O)n(-c2ccccc2)c(=O)[nH]c1=O | · | -2.5%

Next records follow.
Each structure is followed by: Mtb RmlCD inh, M. tuberculosis GlmU
O=C(O)CSC(NC(=O)c1cccnc1)(C(F)(F)F)C(F)(F)F
 : ·, 6.6%
COc1ccccc1OCc1ccc(C(=O)N/N=C/c2ccco2)cc1
 : -8, -10%
Cc1ccc(OCC(=O)NC(=S)Nc2cccc(NC(=O)c3ccc(Cl)cc3Cl)c2)cc1
 : -1, -0.4%
CCOc1cc(CNCc2ccncc2)cc(Br)c1OCc1ccccc1F
 : -5, 1.1%
Cc1cc(C)n(C(=O)CNc2cccc(Cl)c2C)n1
 : 12, -0.1%
COCCn1c(-c2ccccc2)nc2c(c(=O)c3ccccc3n2C)c1=O
 : 9, 2.8%
CCOC(=O)Cn1nc(C)cc1NC(=O)c1ccncc1
 : 2, 1.8%
N#CCCN(C(=O)CCl)c1cccc(Cl)c1
 : 3, 4.5%

Bioassay records (PubChem)

The list is partial; count on the stated rates, not on these rows.
